OXTR potentiate: human OXTR potentiation | activation, % at 3 µM | CHO-OTR cells, Fluo-8 calcium fluorescence, potentiator mode; 0% = oxytocin EC15, 100% = EC100 | AID 2445 | 320,000 compounds, 0.061% hits;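 active = activation above that plate's cutoff, the mean activation of tested compounds plus 3 SD, cut at about 6.6% in these data, passing the limit was not always enough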;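 note: 100% uses oxytocin at 75 nM as the full agonist control; some results filed as inactive read as strong as hits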
Target sequence (P30559 whole entry, looked up): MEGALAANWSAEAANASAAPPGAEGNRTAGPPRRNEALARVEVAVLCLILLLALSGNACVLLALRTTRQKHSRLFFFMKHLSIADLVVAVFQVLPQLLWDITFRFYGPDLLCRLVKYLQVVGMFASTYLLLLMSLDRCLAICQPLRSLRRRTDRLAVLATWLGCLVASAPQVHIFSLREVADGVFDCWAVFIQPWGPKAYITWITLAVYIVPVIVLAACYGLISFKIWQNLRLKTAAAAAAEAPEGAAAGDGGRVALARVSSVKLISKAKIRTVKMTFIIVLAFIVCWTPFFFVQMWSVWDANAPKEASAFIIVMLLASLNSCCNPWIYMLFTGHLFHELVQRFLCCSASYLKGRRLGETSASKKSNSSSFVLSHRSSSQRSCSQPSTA
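Replication – single well per compound, singlicate · Assay system – CHO cell line stably expressing human OTR · Timing – 6 min pre-incubation, 100 s read · Measure – normalized max/min fluorescence ratio, % activation · Doses – 3.0 µM, one dose · Detection – Fluo-8 calcium dye fluorescence · Probe or stimulus – oxytocin near EC15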
CHO-K1 Ca ag: nonselective activator or artifact in parental CHO-K1 cells. activation, % at 3 µM. AID 602248. Fluo-8 calcium fluorescence; scaled to maximal ATP response, vehicle zero. 360,000 compounds, 0.48% hits; in the data active = activation above about 15%;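 note: untransfected CHO-K1 host cells lacking M1 receptor as counterscreen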
CHO-K1 Ca PAM: nonselective activator or artifact in parental CHO-K1 calcium assay. ATP EC20, Fluo-8 calcium fluorescence; 0% at ATP EC20, 100% at ATP max. activation, % at 3 µM. 360,000 compounds, 0.02% hits;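 active = activation above the run cutoff, the mean activation of all test compounds plus 3 SD, cut at about 40% in these data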;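 note: peak over basal fluorescence ratio in a 140 s read after ATP addition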
OXTR ag: activates the human oxytocin receptor | 320,000 compounds, 0.32% hits | AID 2435 | activation, % at 3 µM | P30559 | CHO-OTR cells, Fluo-8 calcium fluorescence; normalized: DMSO 0%, oxytocin 100%;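 active = activation above the mean of all tested compounds plus 3 SD, cutoff set per screening run, cut at about 20% in these data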;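 note: peak over basal fluorescence ratio from a 100 s FLIPR kinetic read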
TAAR1 antagonist: human TAAR1 antagonism | inhibition, % at 3 µM | 360,000 compounds, 1.5% hits | AID 624466 | CHO RD-HGA16 TAAR1, Fluo-8 calcium fluorescence, antagonist | Q96RJ0;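 active = inhibition above a per-plate cutoff, the mean inhibition of test compounds on that plate plus 3 SD, cut at about 49% in these data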;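 note: 0% = DMSO plus EC80 beta-PEA response and 100% = DMSO alone without agonist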
Target sequence (Q96RJ0 whole entry, looked up): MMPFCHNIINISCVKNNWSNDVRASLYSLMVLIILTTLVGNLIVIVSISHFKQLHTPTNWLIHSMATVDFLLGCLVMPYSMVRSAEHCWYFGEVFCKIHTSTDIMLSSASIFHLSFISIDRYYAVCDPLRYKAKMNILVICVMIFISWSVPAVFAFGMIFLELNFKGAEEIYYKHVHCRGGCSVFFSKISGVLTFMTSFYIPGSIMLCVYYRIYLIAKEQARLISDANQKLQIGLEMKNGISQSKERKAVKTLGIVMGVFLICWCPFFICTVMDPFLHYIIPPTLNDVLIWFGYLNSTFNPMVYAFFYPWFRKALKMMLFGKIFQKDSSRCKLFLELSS
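System: CHO RD-HGA16 cells bearing hTAAR1. Reagent: EC80 β-phenethylamine stimulus. Schedule: seeding 17-24 h prior, 75-min 37 °C, 30-min RT dye loading. Signal: Fluo-8 intracellular calcium dye fluorescence, real-time kinetic reads. Read-out: % inhibition from peak post-agonist over basal fluorescence ratio. Benchmarks: vehicle wells and EC80 agonist wells. Replicates: n of 1.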
CHO parental Ca: signal in parental CHO cells, OX1R antagonist counter-screen. parental CHO-K1, ATP-induced calcium, Fluo-8 fluorescence. inhibition, % at 5.6 µM. 330,000 compounds, 0.63% hits;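 active = inhibition above that plate's mean sample inhibition plus 3 SD, cut at about 26% in these data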;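 note: 0% = ATP-challenged DMSO wells and 100% = DMSO wells without ATP; some compounds past the cut are filed as inactive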
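Test system: untransfected parental CHO cell line; also added: ATP stimulus; dosing: 5.6 µM, single dose; signal: calcium-sensitive Fluo-8 fluorescence; measure: percent inhibition of ATP-evoked calcium rise, normalized to controls; benchmarks: low control ATP plus DMSO, high control DMSO only; replication: one well per compound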
CHO-K1 Ca antag: nonselective inhibitor or artifact in parental CHO-K1 cells; inhibition, % at 3 µM; ATP-induced calcium, Fluo-8 fluorescence; 360,000 compounds, 0.6% hits; AID 602250;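 active = inhibition above a per-plate cutoff, the plate's mean sample inhibition plus 3 SD, cut at about 24% in these data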;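 note: 0% = DMSO plus EC80 ATP and 100% = DMSO alone without ATP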
V1aR counter: V1a receptor agonism, counter-screen for OXTR agonists. P37288. CHO-V1R cells, Fluo-8 calcium fluorescence, agonist mode; 0% DMSO, 100% 3 nM vasopressin. activation, % at 3 µM. 320,000 compounds, 0.25% hits. AID 2797;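 active = activation above the mean activation of all tested compounds plus 3 SD, per screening run, cut at about 20% in these data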;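 note: signal is peak over basal fluorescence ratio across a 100 second FLIPR read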
GPR7 antagonist: antagonists of human GPR7 (neuropeptides B/W receptor 1). GPR7-expressing cells, fluorescence antagonist assay. AID 1861. 290,000 compounds, 1.1% hits. P48145. inhibition, % at 4.4 µM; in the data active = inhibition above about 16%, passing the limit was not always enough;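 note: cells stimulated with the agonist NPW; 0% = agonist with vehicle and 100% = vehicle without agonist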
Target sequence (P48145 whole entry, looked up): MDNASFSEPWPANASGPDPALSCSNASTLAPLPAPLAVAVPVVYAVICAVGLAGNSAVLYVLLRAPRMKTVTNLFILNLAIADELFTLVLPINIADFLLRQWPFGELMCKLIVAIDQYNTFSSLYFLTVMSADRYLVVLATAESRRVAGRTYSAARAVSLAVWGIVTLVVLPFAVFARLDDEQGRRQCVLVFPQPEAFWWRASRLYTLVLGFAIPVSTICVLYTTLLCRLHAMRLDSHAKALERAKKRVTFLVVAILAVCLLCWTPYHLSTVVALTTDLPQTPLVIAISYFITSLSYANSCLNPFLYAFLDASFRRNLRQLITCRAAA
* marks the source's active call; other numbers are inactive results. Random draw from the library; about 3.5% have a hit in one of these screens.

Results for CCc1c(C)nc2ncnn2c1Nc1ccc(C)cc1 ?
OXTR potentiate: -4; CHO-K1 Ca ag: 0.6; CHO-K1 Ca PAM: 5; OXTR ag: -1.8; TAAR1 antagonist: -26; CHO parental Ca: -8; CHO-K1 Ca antag: 0; V1aR counter: -0.1; GPR7 antagonist: -9

Results for COc1ccc(C2C(C#N)=C(N)Oc3n[nH]c(C)c32)cc1Cn1cc([N+](=O)[O-])cn1 (stereo unspecified) ?
OXTR potentiate: -4; CHO-K1 Ca ag: 0.5; CHO-K1 Ca PAM: 21; OXTR ag: 0.3; TAAR1 antagonist: 0; CHO parental Ca: 0; CHO-K1 Ca antag: -17; V1aR counter: 0.0; GPR7 antagonist: -12

Results for COc1cc(C2C(C#N)=C(N)Oc3cc4c(cc32)OCO4)cc(OC)c1OC (stereo unspecified) ?
OXTR potentiate: -3; CHO-K1 Ca ag: 0.5; CHO-K1 Ca PAM: 4; OXTR ag: 0.6; TAAR1 antagonist: -41; CHO parental Ca: -10; CHO-K1 Ca antag: -21; V1aR counter: -0.1; GPR7 antagonist: 12

What do the screens show for `CC(=O)c1c[nH]c(C(=O)NCc2ccccc2Cl)c1`?
OXTR potentiate: 0; CHO-K1 Ca ag: 2.1; CHO-K1 Ca PAM: 16; OXTR ag: 1.4; TAAR1 antagonist: 0; CHO parental Ca: -9; CHO-K1 Ca antag: -7; V1aR counter: 0.8; GPR7 antagonist: -4

How did CC1(C)CC[C@]2(C(=O)O)CC[C@]3(C)C(=CCC4[C@@]5(C)CC[C@H](O)C(C)(C)C5[C@H](O)C[C@]43C)[C@@H]2C1 (stereo partly specified) do in these assays?
OXTR potentiate: -3; OXTR ag: 2.2; CHO parental Ca: -9; V1aR counter: 1.1

Results for CC(=O)N1c2c(ccc3ccccc23)C(C)CC12CCCCC2 (stereo unspecified) ?
OXTR potentiate: -11; CHO-K1 Ca ag: 0.4; CHO-K1 Ca PAM: 22; OXTR ag: -2.3; TAAR1 antagonist: 34; CHO parental Ca: -17; CHO-K1 Ca antag: -9; V1aR counter: -1.2; GPR7 antagonist: -7

Results for O=C(CN1C(=O)COc2ccccc21)NC1CCCC1 ?
OXTR potentiate: -7; CHO-K1 Ca ag: 0.4; CHO-K1 Ca PAM: 3; OXTR ag: 0.3; TAAR1 antagonist: -2; CHO parental Ca: -12; CHO-K1 Ca antag: -5; V1aR counter: -0.5; GPR7 antagonist: 13

How did COc1ccc(O)c(C2=Nc3ccccc3N=C(c3ccco3)C2)c1 do in these assays?
OXTR potentiate: -19; CHO-K1 Ca ag: -0.1; CHO-K1 Ca PAM: 9; OXTR ag: -1.5; TAAR1 antagonist: -1; CHO parental Ca: -24; CHO-K1 Ca antag: -14; V1aR counter: -0.3; GPR7 antagonist: -10

Results for C/C(=N\O)C1CC(CC(=O)O)C1(C)C (stereo unspecified) ?
OXTR potentiate: -2; CHO-K1 Ca ag: 4.0; CHO-K1 Ca PAM: -5; OXTR ag: 1.9; TAAR1 antagonist: -8; CHO parental Ca: 0; CHO-K1 Ca antag: 15; V1aR counter: 1.2; GPR7 antagonist: 1

What do the screens show for `COc1ccccc1N1CCN(C(=O)CSc2nnc3c4ccccc4n(CC(=O)O)c3n2)CC1`?
OXTR potentiate: -9; CHO-K1 Ca ag: 0.6; CHO-K1 Ca PAM: 16; OXTR ag: 0.7; TAAR1 antagonist: 13; CHO parental Ca: -13; CHO-K1 Ca antag: -8; V1aR counter: 1.8; GPR7 antagonist: -7

What do the screens show for `CC(=O)c1cccc(S(=O)(=O)N2CCCC(c3nc4c(nnn4Cc4cccc(Cl)c4)c(=O)[nH]3)C2)c1` (stereo unspecified)?
OXTR potentiate: -7; CHO-K1 Ca ag: -0.3; CHO-K1 Ca PAM: 4; OXTR ag: -0.7; TAAR1 antagonist: 10; CHO parental Ca: -25; CHO-K1 Ca antag: -15; V1aR counter: 1.9; GPR7 antagonist: -8

How did COc1ccc(C(O)P(=O)(OCC(C)C)OCC(C)C)c(OC)c1 (stereo unspecified) do in these assays?
OXTR potentiate: -3; CHO-K1 Ca ag: 1.7; CHO-K1 Ca PAM: 6; OXTR ag: -1.2; TAAR1 antagonist: -10; CHO parental Ca: -13; CHO-K1 Ca antag: -7; V1aR counter: -0.5; GPR7 antagonist: -4

What do the screens show for `COC(=O)CCCC[C@@H]1SC[C@@H](NC(=O)OC)[C@@H]1NC(=O)OC`?
OXTR potentiate: -13; CHO-K1 Ca ag: 0.1; CHO-K1 Ca PAM: 16; OXTR ag: 0.8; TAAR1 antagonist: -6; CHO parental Ca: 4; CHO-K1 Ca antag: -6; V1aR counter: 0.4; GPR7 antagonist: -6

Results for CCOc1ccc(C(=O)NCC(=O)NCCCn2nc(C)cc2C)cc1OCC ?
OXTR potentiate: -2; CHO-K1 Ca ag: 0.2; CHO-K1 Ca PAM: -2; OXTR ag: 0.2; TAAR1 antagonist: -25; CHO parental Ca: -11; CHO-K1 Ca antag: 1; V1aR counter: -0.2; GPR7 antagonist: -1

How did N#Cc1nc(Cc2cccc3ccccc23)oc1N1CCC(C(N)=O)CC1 do in these assays?
OXTR potentiate: -20; CHO-K1 Ca ag: 0.5; CHO-K1 Ca PAM: 8; OXTR ag: 1.0; TAAR1 antagonist: 15; CHO parental Ca: -9; CHO-K1 Ca antag: -4; V1aR counter: 1.9; GPR7 antagonist: -14

Results for FC(F)(F)c1cccc(-c2ccc(/C=N/Nc3nncc(-c4ccccc4)n3)o2)c1 ?
OXTR potentiate: -3; CHO-K1 Ca ag: 0.8; CHO-K1 Ca PAM: 9; OXTR ag: 3.1; TAAR1 antagonist: -12; CHO parental Ca: 7; CHO-K1 Ca antag: -12; V1aR counter: -0.6; GPR7 antagonist: 2

How did O=C(CN1C(=O)NC2(CCCC2)C1=O)Nc1cccc(Cl)c1 do in these assays?
OXTR potentiate: 3; CHO-K1 Ca ag: 0.0; CHO-K1 Ca PAM: -12; OXTR ag: 1.3; TAAR1 antagonist: -20; CHO parental Ca: -5; CHO-K1 Ca antag: -6; V1aR counter: 0.9; GPR7 antagonist: -10

What do the screens show for `COc1ccccc1NS(=O)(=O)c1cccc(NC(=O)NC2CCCCC2)c1`?
OXTR potentiate: -14; CHO-K1 Ca ag: 7.3; CHO-K1 Ca PAM: -1; OXTR ag: 5.7; TAAR1 antagonist: 34; CHO parental Ca: -8; CHO-K1 Ca antag: 0; V1aR counter: 6.0; GPR7 antagonist: 0

What do the screens show for `O=C(NCCCN1CCOCC1)c1ccccc1NS(=O)(=O)c1ccc(F)cc1`?
OXTR potentiate: -5; CHO-K1 Ca ag: 1.8; CHO-K1 Ca PAM: 18; OXTR ag: 0.4; TAAR1 antagonist: 7; CHO parental Ca: -11; CHO-K1 Ca antag: -19; V1aR counter: 2.8; GPR7 antagonist: -1

What do the screens show for `C=C1CN(CC(=O)OC)S(=O)(=O)c2ccccc21`?
OXTR potentiate: -2; CHO-K1 Ca ag: -0.6; CHO-K1 Ca PAM: -15; OXTR ag: 0.0; TAAR1 antagonist: 5; CHO parental Ca: -5; CHO-K1 Ca antag: -3; V1aR counter: 0.7

How did CCOc1ccc(-c2nc(CSCC(=O)NCc3ccco3)c(C)o2)cc1 do in these assays?
OXTR potentiate: -5; CHO-K1 Ca ag: 0.5; CHO-K1 Ca PAM: 8; OXTR ag: -2.5; TAAR1 antagonist: 16; CHO parental Ca: -40; CHO-K1 Ca antag: -8; V1aR counter: -0.4; GPR7 antagonist: 1

What do the screens show for `O=C(Nc1cccnc1)c1cccc(S(=O)(=O)N2CCOCC2)c1`?
OXTR potentiate: 2; CHO-K1 Ca ag: 0.6; CHO-K1 Ca PAM: -1; OXTR ag: 1.2; TAAR1 antagonist: -14; CHO parental Ca: -3; CHO-K1 Ca antag: 2; V1aR counter: 0.7; GPR7 antagonist: 2

What do the screens show for `COc1ccc(Cl)cc1NC(=O)CNCC(c1ccccc1)N(C)C` (stereo unspecified)?
OXTR potentiate: -9; CHO-K1 Ca ag: 0.7; CHO-K1 Ca PAM: -5; OXTR ag: 3.7; TAAR1 antagonist: -11; CHO parental Ca: -30; CHO-K1 Ca antag: -1; V1aR counter: 1.1; GPR7 antagonist: -12

Results for O=C(CSc1nnnn1-c1cccc(Cl)c1)Nc1ccc2c(c1)CCC2 ?
OXTR potentiate: -3; OXTR ag: -2.0; CHO parental Ca: -4; V1aR counter: -1.0; GPR7 antagonist: -7

Results for Cc1cc2nc[nH]c2cc1[N+](=O)[O-] ?
OXTR potentiate: -12; CHO-K1 Ca ag: -0.5; CHO-K1 Ca PAM: -7; OXTR ag: 0.0; TAAR1 antagonist: -12; CHO parental Ca: 3; CHO-K1 Ca antag: 0; V1aR counter: 0.4; GPR7 antagonist: -5

What do the screens show for `CCCCOC(=O)c1ccc(NC(=O)CSC2=Nc3ccccc3C3CC=NN23)cc1` (stereo unspecified)?
OXTR potentiate: -2; CHO-K1 Ca ag: -0.1; CHO-K1 Ca PAM: 14; OXTR ag: 0.3; TAAR1 antagonist: 6; CHO parental Ca: -14; CHO-K1 Ca antag: -12; V1aR counter: 1.8; GPR7 antagonist: -1

What do the screens show for `Cc1cc(NC(=O)c2ccco2)ncc1NC(=O)Cc1ccccc1`?
OXTR potentiate: -12; CHO-K1 Ca ag: 0.7; CHO-K1 Ca PAM: 15; OXTR ag: -0.2; TAAR1 antagonist: -1; CHO parental Ca: -4; CHO-K1 Ca antag: -1; V1aR counter: 0.7; GPR7 antagonist: 9

What do the screens show for `COc1cccc(OC)c1C(=O)Nc1cccc(-n2cnnn2)c1`?
OXTR potentiate: -9; CHO-K1 Ca ag: 2.2; CHO-K1 Ca PAM: 6; OXTR ag: -1.0; TAAR1 antagonist: 3; CHO parental Ca: -19; CHO-K1 Ca antag: -20; V1aR counter: -1.0; GPR7 antagonist: 0

How did COc1ccc(N2CCN(C(=O)c3cccc(NC4=NC5CS(=O)(=O)CC5S4)c3)CC2)cc1 (stereo unspecified) do in these assays?
OXTR potentiate: -2; CHO-K1 Ca ag: -0.5; CHO-K1 Ca PAM: 8; OXTR ag: 0.6; TAAR1 antagonist: 3; CHO parental Ca: 12; CHO-K1 Ca antag: -10; V1aR counter: 1.1; GPR7 antagonist: -3

How did N#Cc1c(NC(=O)CSc2ncn(-c3ccccc3)n2)sc2c1CCCC2 do in these assays?
OXTR potentiate: -5; CHO-K1 Ca ag: 1.3; CHO-K1 Ca PAM: 22; OXTR ag: 0.5; TAAR1 antagonist: -12; CHO parental Ca: -6; CHO-K1 Ca antag: -8; V1aR counter: 0.5; GPR7 antagonist: -11
